Assay outcomes: PubChem BioAssay, several laboratories
RTF Ca sens inh: cardiac RTF calcium desensitization | IANBD-labeled cardiac RTF, Ca2+ fluorescence | inhibition, % at 7.15 µM | actives 0.12% (n = 340,000) | AID 493244;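 active = inhibition above the mean inhibition of all tested compounds plus 3 SD, cut at about 17% in these data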;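 also: assay run at fixed EC70 calcium of 1.6 mM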
OPRM1-OPRD1 ag: agonists of human mu-delta opioid receptor heterodimerization; P35372+P41143; cells, OPRM1-OPRD1 heterodimerization, luminescence; activation, % at 9.3 µM; actives 0.3% (n = 340,000); AID 504326; in the data active = activation above about 18%;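 also: 0% = vehicle-treated cells and 100% = reference agonist; values of inactives mirror those of a sister screen read the other way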
Target sequence (P35372 whole entry, looked up): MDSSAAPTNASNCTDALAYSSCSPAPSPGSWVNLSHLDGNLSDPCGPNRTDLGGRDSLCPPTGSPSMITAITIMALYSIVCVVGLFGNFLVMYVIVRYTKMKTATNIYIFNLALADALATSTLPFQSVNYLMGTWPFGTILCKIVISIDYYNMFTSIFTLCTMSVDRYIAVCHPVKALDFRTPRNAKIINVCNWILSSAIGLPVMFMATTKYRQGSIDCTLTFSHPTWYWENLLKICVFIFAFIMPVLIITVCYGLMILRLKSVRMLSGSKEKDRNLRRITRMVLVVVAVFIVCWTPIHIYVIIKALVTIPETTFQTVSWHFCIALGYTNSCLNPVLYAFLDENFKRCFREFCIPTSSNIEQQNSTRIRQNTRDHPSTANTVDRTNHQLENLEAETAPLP
Target sequence (P41143 whole entry, looked up): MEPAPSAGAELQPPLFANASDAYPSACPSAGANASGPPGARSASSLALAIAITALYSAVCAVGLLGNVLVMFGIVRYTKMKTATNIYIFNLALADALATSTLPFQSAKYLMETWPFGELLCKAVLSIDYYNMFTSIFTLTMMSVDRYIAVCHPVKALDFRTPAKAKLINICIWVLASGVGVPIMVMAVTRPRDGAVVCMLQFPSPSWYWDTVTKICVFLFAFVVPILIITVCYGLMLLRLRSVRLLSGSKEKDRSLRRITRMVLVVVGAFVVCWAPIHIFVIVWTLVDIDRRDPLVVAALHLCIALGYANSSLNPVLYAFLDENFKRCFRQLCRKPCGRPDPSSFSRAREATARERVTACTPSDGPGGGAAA
Keap1-Nrf2 PPI: disrupts human Keap1 binding to Nrf2 peptide. actives 0.15% (n = 340,000). inhibition, % at 9.4 µM. Q14145. AID 504523. Keap1 Kelch-Nrf2 peptide fluorescence polarization, 1536-well; in the data active = inhibition above about 12%;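 also: human Keap1 Kelch domain with fluorescein labeled Nrf2 9mer peptide probe; 0% = neutral control wells and 100% = peptide positive control; higher means more block of Keap1 binding to Nrf2 peptide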
DSG3 Ab inh: human desmoglein-3 autoantibody binding inhibition. P32926. DSG3-coupled beads, scFv-anti-DSG3-GFP binding, flow cytometry; stronger effect = lower value. actives 0.48% (n = 310,000). binding (percent of control), % at 10 µM;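 active = binding more than 3 SD below its plate's average and above zero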;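 also: hits lower antibody fragment binding to DSG3; some compounds called inactive have numbers as strong as hits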
OPRM1-OPRD1 inv: mu-delta opioid heterodimer inverse agonism; cell-based MOR-DOR heterodimer luminescence; inhibition, % at 9.3 µM; actives 0.21% (n = 340,000); AID 504357; in the data active = inhibition above about 22%, passing the limit was not always enough;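 also: 0% = cells with DMSO and 100% = wells without cells with DMSO; values of inactives mirror those of a sister screen read the other way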
Arr AP2 block: human beta-arrestin and AP2 interaction inhibition; FITC-arrestin peptide / GST-AP2 beads, flow cytometry; AP2 beta2 appendage carries R879A mutation; inhibition, % at 10 µM; actives 0.31% (n = 340,000);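 active = inhibition above a set limit, near 3 SD of compounds lacking own fluorescence, cut at about 54% in these data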;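 also: plate controls were DMSO wells for no effect and 5 µM unlabelled arrestin peptide for full effect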
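System: GST-AP2 R879A glutathione beads. Medium: PBS with 0.05% Tween 20 and 0.1% BSA. Also added: FITC-arrestin peptide, 50 nM. Incubation: 12 min plus 1 h, RT. Measured by: high-throughput flow cytometry of beads, ex 488, em 535 nm. Evaluation: percent drop in bead-associated FITC signal.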
LANA DNA inh: KSHV C-LANA DNA binding inhibition; actives 0.078% (n = 340,000); inhibition, % at 9 µM; MBP-C-LANA/FAM-LBS DNA binding, fluorescence polarization;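 active = highest replicate inhibition at or above 60% at 9 µM, even if other replicates fall short; inactive = all replicates below 60% inhibition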;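 also: 0% = neutral control wells and 100% = 4 µM acridine orange control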
Wnt act: activators of Wnt/beta-catenin signaling. activation, % at 9.35 µM. Wnt/beta-catenin reporter cell assay, activator, plate reader. actives 1.2% (n = 300,000); in the data active = activation above about 30%, passing the limit was not always enough;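 also: 0% = neutral control wells and 100% = positive control wells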
RTF Ca sens act: cardiac RTF calcium sensitization | IANBD-labeled TnC RTF fluorescence at EC20 calcium; 0% EC20 calcium, 100% full calcium | activation, % at 7.2 µM | actives 0.24% (n = 340,000);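 active = activation above the mean over all tested compounds plus 3 SD, cut at about 30% in these data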;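 also: rise in fluorescence read as greater calcium sensitivity of cardiac thin filaments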
V-ATPase pHluor: alters yeast V-ATPase proton transport; response, % at 10 µM; S. cerevisiae, pHLuorin cytosolic pH fluorescence; actives 0.37% (n = 350,000); in the data active = response mostly above about 7.3%, no sharp cut-off; inactive = mostly below about 5.4%; also: actives read high; inactives centre near 0; some compounds called inactive have numbers as strong as hits; reference of the scale not given here
* = called active by the depositor; x = not tested or not shown. Random draw from the library, and some 3.1% of all compounds hit somewhere here.

Each structure is followed by: RTF Ca sens inh, OPRM1-OPRD1 ag, Keap1-Nrf2 PPI, DSG3 Ab inh, OPRM1-OPRD1 inv, Arr AP2 block, LANA DNA inh, Wnt act, RTF Ca sens act, V-ATPase pHluor
O=C(NNC(=O)c1ccccc1-n1cccc1)c1ccc(Cl)nc1
  -7, -1.9, 6, 108, 7, 5, -3.1, -1, -1, 1
CCOc1ccccc1NC(=O)C(c1ccccc1)N1CCN(CC(=O)N2CCCC2)CC1 (centres undefined)
  -11, -2.6, 2, 100, 10, -8, 1.9, -4, -5, 3
Cn1c(=O)c2c(ncn2CC(COCc2ccccc2Cl)OCc2ccccc2Cl)n(C)c1=O (centres undefined)
  -1, 0.3, 1, x, -1, 30, 0.1, 0, -3, -3
CC1=C(C(=O)Nc2ccccc2C)C(c2ccc(C)o2)N2C(=O)CSC2=N1 (centres undefined)
  -11, -1.1, -1, 104, 6, 6, 0.0, 0, 11, 0
Cc1cc(/C=N/n2cnnc2)c(C)n1-c1ccc(OCc2ccc(Cl)cc2Cl)cc1
  -2, 2.3, -6, 102, -11, 27, -2.8, x, -4, 0
COC(=O)C1=C(C)N(Cc2ccccc2)C(=NCc2cc(OC)c(OC)c(OC)c2)N[C@H]1c1ccccc1
  -6, -1.1, -4, 110, 6, 6, 0.6, x, -4, 12
Cc1cccc(CC(C)NC(=O)CCc2nnc(-c3ccccc3)o2)n1 (centres undefined)
  0, -2.8, -4, 93, 14, -10, -1.8, 16, 3, 2
COc1cc2[nH]c(=O)n(CCCC(=O)N3CC=C(c4ccccc4)CC3)c(=O)c2cc1OC
  8, -1.3, -1, 103, 8, 41, 1.6, -3, 0, -7
COc1ccc(C(CNC(=O)c2ccc(S(=O)(=O)Nc3ccccc3OC)cc2)N2CCCC2)cc1 (centres undefined)
  -11, -2.1, 2, 174, 9, -2, 0.2, -1, 0, 2
C=CCNc1nc(SCC=C)nc2ccsc12
  -3, -0.6, -3, 101, 3, -2, -3.1, x, -1, 1
COc1ccc(CNC(=O)c2ccc(Cn3nc(C)c([N+](=O)[O-])c3C)o2)cc1
  3, 0.9, -2, 96, -5, 48, -0.8, -4, 6, 1
Cc1ccc(S(=O)(=O)NCC(=O)Nc2ccc(C(F)(F)F)cc2)cc1
  -2, 2.3, 0, 104, -13, -4, 1.2, -4, 2, -4
O=C(CSc1nc2ccccc2s1)N/N=C/c1ccc(C(=O)O)cc1
  8, -1.8, -2, 99, 10, 53, 0.0, 0, -1, -2
CC(Oc1ccccc1)C(=O)Nc1nc(-c2ccncc2)cs1 (centres undefined)
  -4, -0.8, -2, 102, 3, 30, 2.7, -5, -2, -2
CCCCCCSc1ccc([C@@H]2[C@H]3C(=O)N(C)C(=O)[C@H]3[C@]3(C(=O)OC)CCCCN23)cc1OC
  -23, -0.1, -4, 112, 1, 20, -4.0, -4, -6, -4
Cc1cc(Br)ccc1NC(=O)CNC(=O)COc1ccccc1C
  -26, 6.4, 1, 101, -31, 24, -0.2, -2, -10, 3
O=C(CC1CCS(=O)(=O)C1)NC1CCCCC1 (centres undefined)
  -6, -0.1, 6, 102, 0, -7, 0.3, -6, 3, -4
COCCNC(=O)/C(C#N)=C/c1ccccc1Br
  1, -0.6, -4, 104, 3, 20, 0.7, -3, 2, 1
CCOc1cc(-c2c(C#N)c(N)nc3c2CCCC3C)ccc1O (centres undefined)
  2, -0.9, 2, x, 6, 5, 1.7, x, -3, 1
O=C(CNC(=O)c1cccs1)N/N=C/c1ccc(Cl)cc1
  -8, 1.2, -2, 119, -10, -2, -0.5, -1, 2, -3
O=C(NCCN1CCCC1=O)C1CCC(=O)N(CCc2cccc(F)c2)C1 (centres undefined)
  -6, -0.2, 7, 98, 1, 59*, -2.7, -2, 1, 1
CCCc1ccc(OCc2ccc(C(=O)Nc3cccc(C)n3)o2)c(OC)c1
  -5, 2.2, -5, 86, -11, 20, 1.0, -9, 2, 1
O=[N+]([O-])c1cc(NCCO)c(N2CCCCCC2)c2nonc12
  -17, -2.3, 0, 106, 10, -9, 0.5, -1, -5, -2
O=C(NCCc1ccccn1)c1ccc(COc2ccccc2)o1
  -10, 0.8, -1, 99, -4, 37, 0.3, 1, 0, 2
CC(C)C1=NN(C(=O)c2cccnc2)C(O)(C(F)(F)F)C1 (centres undefined)
  0, -1.6, 0, 99, 9, 0, -0.2, -2, 1, 1
CCN(CC)CCNC(=O)c1cc2c(-c3ccc(Cl)cc3)nn(C)c2s1
  -1, 0.3, -1, 117, -1, -1, -24, -4, 2, -3
COc1cccc(N2CCN(C(=O)C3CCCN(S(=O)(=O)c4cnc[nH]4)C3)CC2)c1 (centres undefined)
  -6, 0.3, -6, 115, -1, 1, -0.7, -5, 8, 3
COc1ccc(NS(=O)(=O)c2cccc(C(=O)OCC(=O)c3c(N)n(C)c(=O)n(C)c3=O)c2)cc1
  -9, -2.1, -3, x, 9, -14, 0.6, -4, 3, 1
COc1ccc(CN2CCn3ncc(C(=O)Nc4cc(C)cc(C)c4)c3C2=O)cc1
  0, 2.8, -3, 110, -14, 26, 1.0, x, -2, -3
N#Cc1c(Cl)nc2c(c1C#N)CCCC2
  -2, -2.5, 5, 126, 12, 41, -0.6, 0, 5, -3
COCCCn1c(=S)[nH]c2c(sc3ccccc32)c1=O
  15, -3.3, -3, 103, 17, -5, 1.3, 0, -2, -1
Cc1onc(-c2c(Cl)cccc2Cl)c1COC(=O)c1ccc([N+](=O)[O-])cc1
  -2, 5.2, 0, 102, -26, 28, -0.2, 2, -3, 0
Cc1ccsc1C1C2=C(CCCC2=O)Nc2ncnn21 (centres undefined)
  6, -1.9, -3, 94, 9, 0, -0.7, 24, 1, 0
COc1ccc(S(=O)(=O)N(Cc2ccccc2)Cc2nc3ccccc3c(=O)[nH]2)cc1
  -8, 3.0, 0, 101, -12, 1, 0.3, -2, -1, 2
Cc1cc(CNCCN(C)C)c(C)n1-c1cc(S(=O)(=O)N2CCOCC2)ccc1N1CCCC1
  -1, -3.5, -5, 109, 14, 11, 1.1, 8, -6, 1
COCC(=O)n1nc(-c2ccccc2)nc1NCc1ccc(N(C)C)cc1
  2, 0.7, -2, 105, -3, -8, 0.4, 10, -5, -2
CCOc1cc(/C=C/C(=O)OCC(=O)NC2CCS(=O)(=O)C2)ccc1OCc1ccccc1 (centres undefined)
  -4, -0.1, 4, 98, 0, 46, 0.1, 0, -1, -1
Cc1ccc(S(=O)(=O)N2CCN(CCOc3c(Cl)cccc3Cl)CC2)cc1C
  2, 1.7, -5, 99, -7, -11, 0.1, 0, -2, 0
O=C(c1cc2cc([N+](=O)[O-])ccc2s1)N1CCCCC1
  -1, -1.7, -2, 112, 9, -6, 1.6, 3, 2, 1
C=CCc1ccc(OCCCCN2CCC(C)CC2)c(OC)c1
  -1, 1.3, -1, 106, -8, -4, 1.3, -9, 0, -4
CCOC(=O)c1cnc(-n2nc(C)cc2C)nc1N(CC)CC
  -3, -3.0, -1, 104, 14, 10, -0.1, x, -2, -1
Cc1cccc(C(=O)N[C@@H](C)C(=O)N2CCN(c3ncccn3)CC2)c1
  -12, -2.7, -4, x, 11, 1, 0.8, -1, 1, -3
CC(C)(C)C(=O)Nc1nnc(SCC(=O)Nc2nccs2)s1
  0, -2.3, 1, 92, 12, -17, 0.6, 0, -4, 1
CC(=O)N1CCN(c2ccc(NC(=O)c3ccc(N4CCCC4)c([N+](=O)[O-])c3)cc2Cl)CC1
  -1, -2.8, 1, 109, 15, -39, 0.5, -4, -3, -5
CCN1C=C(Cc2ccccc2C)C2=C(C1)C(c1ccccc1C)C(C#N)=C(N)O2 (centres undefined)
  -11, 1.2, -6, 113, -5, -7, 0.5, x, -3, 0
Cc1ccc(CC(=O)Nc2ccccc2N2CCOCC2)cc1C
  -5, 1.3, -1, 97, -6, -25, -1.6, x, 2, 1
Cc1ccc(C(=O)OCC2OC3OC(C)(C)OC3C2O)cc1 (centres undefined)
  0, -2.7, -1, 114, 14, -5, -0.3, 5, -3, 1
O=C(Nc1ccc2c(c1)OCO2)c1cccc(Cl)c1
  -1, 0.0, 0, 99, 0, 0, -0.7, -1, 6, 5
Cc1ccc(CN2CC(=O)N3[C@H]4c5cc(Cl)ccc5OC[C@@H]4[C@H](c4ccccc4)[C@]3(C)C2=O)cc1
  0, 1.3, -2, 102, -7, 24, -2.7, -7, -7, 4
COc1ccc(NS(=O)(=O)c2cc(C(=O)N(C)CCc3ccccn3)ccc2Cl)cc1
  -3, -3.1, -5, 110, 12, -13, 3.9, 2, 1, -3

Following part
Each structure is followed by: RTF Ca sens inh, OPRM1-OPRD1 ag, Keap1-Nrf2 PPI, DSG3 Ab inh, OPRM1-OPRD1 inv, Arr AP2 block, LANA DNA inh, Wnt act, RTF Ca sens act, V-ATPase pHluor
Cc1ccc(S(=O)(=O)N2CCOC2CNC(=O)C(=O)NCc2ccc(Cl)cc2)cc1 (centres undefined)
  0, -1.6, -7, 102, 8, 19, 0.9, 2, -2, -2
O=C(O)CN1C(=O)/C(=C\c2cc(Br)ccc2OCc2ccc(F)cc2)SC1=S
  3, -0.8, 1, 98, 4, 2, 17, -1, -6, 6
COc1cc(NC(=O)c2cccc(Br)c2)nc(OC)n1
  2, -3.7, 0, 96, 19, 7, -0.2, 8, -9, 0
CC(C)CNC(=O)CC(=O)N/N=C/c1ccc(F)cc1
  2, -2.2, -2, 107, 12, 1, -0.3, 0, -2, -1
Nc1nc(Nc2ccc(Cl)cc2Cl)nc(C(F)(F)F)n1
  -8, 1.3, 0, 113, -6, 5, 0.8, x, -1, -3
Cc1c(Cc2ccccc2)c(=O)oc2cc(OC(=O)c3ccccc3)ccc12
  -3, 1.6, -4, 100, -9, 16, 1.7, -1, 3, -8
CCOC(=O)C1CCCN(C(=O)CSc2nc(C)cc(C)n2)C1 (centres undefined)
  13, 1.3, 2, x, -10, 26, 1.3, 0, -1, -1
COc1ccccc1CN1CCCC(CN(CCN(C)C)C(=O)c2ccc(C)cc2)C1 (centres undefined)
  7, -3.2, -3, 117, 15, -7, 1.1, 6, 5, 0
O=C(NCCC1=CCCCC1)c1ccc2c(=O)n3c(nc2c1)CCCCC3
  -1, -2.9, -4, 104, 15, -3, -0.2, -2, 1, 1
Cc1cc(NC(=O)C2CCCN(S(=O)(=O)c3c(C)noc3C)C2)no1 (centres undefined)
  -8, -2.0, 3, 103, 12, 2, -0.1, -2, -1, 2
CCOC(=O)c1ccc(NC(=O)NCc2ccc(OC)cc2)cc1
  -7, 0.5, 1, 84, -2, 0, -0.7, x, -1, 4
O=C(CSc1nc(O)c(C(c2ccccc2)c2ccccc2)c(=O)[nH]1)N1CCOCC1
  -5, 0.7, 0, 123, -4, 68*, 1.7, -2, -1, -7
CC1=CC(=O)C=C(C)C1=NOC(=O)/C=C\c1ccccc1
  -26, 4.3, -7, 101, -31, -7, -0.3, -3, -2, 0
CC(Cc1c[nH]c2ccccc12)C(=O)O (centres undefined)
  -3, -0.7, -3, 97, 4, -2, 10, -1, 8, 0
S=c1[nH]nc(-c2ccc3ccccc3n2)n1-c1ccc2c(c1)OCCO2
  3, -1.3, -1, x, 6, 5, 0.7, 3, 6, 4
Cn1c(=O)[nH]c(=O)c2c1nc(Br)n2C/C=N/Nc1ccccc1
  0, -7.2, 1, 111, 35*, 7, -0.7, -1, -3, -3
